High-throughput results from PubChem BioAssay.
NALP1 yeast inh = NALP1 inhibition. S. cerevisiae NALP1/ASC/caspase-1 growth, X-gal OD620, 72 h. inhibition, % at 10 µM. hit rate 0.61% among 280,000. AID 2071; in the data active = inhibition mostly above about 24%, no sharp cut-off; inactive = mostly below about 32%; note: some compounds called inactive have numbers as strong as hits
PHOSPHO1 block = blocks human PHOSPHO1 phosphatase activity. inhibition, % at 13.3 µM. Q8TCT1. recombinant PHOSPHO1, absorbance phosphatase assay. hit rate 1.1% among 290,000; in the data active = inhibition above about 60%
Target sequence (Q8TCT1 whole entry, looked up): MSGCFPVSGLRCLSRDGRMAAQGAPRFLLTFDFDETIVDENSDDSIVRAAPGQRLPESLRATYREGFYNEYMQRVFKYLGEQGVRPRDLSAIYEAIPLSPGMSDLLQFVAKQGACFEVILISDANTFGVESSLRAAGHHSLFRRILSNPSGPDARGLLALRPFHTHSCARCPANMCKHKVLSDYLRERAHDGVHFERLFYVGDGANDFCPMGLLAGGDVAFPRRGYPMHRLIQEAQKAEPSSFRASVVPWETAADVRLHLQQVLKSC
GPR7 antag = blocks human GPR7 receptor signaling; GPR7-expressing cells, fluorescence antagonist assay; hit rate 1.1% among 290,000; P48145; inhibition, % at 4.4 µM; in the data active = inhibition above about 16%, passing the limit was not always enough;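 note: cells stimulated with the agonist NPW; 0% = agonist with vehicle and 100% = vehicle without agonist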
Target sequence (P48145 whole entry, looked up): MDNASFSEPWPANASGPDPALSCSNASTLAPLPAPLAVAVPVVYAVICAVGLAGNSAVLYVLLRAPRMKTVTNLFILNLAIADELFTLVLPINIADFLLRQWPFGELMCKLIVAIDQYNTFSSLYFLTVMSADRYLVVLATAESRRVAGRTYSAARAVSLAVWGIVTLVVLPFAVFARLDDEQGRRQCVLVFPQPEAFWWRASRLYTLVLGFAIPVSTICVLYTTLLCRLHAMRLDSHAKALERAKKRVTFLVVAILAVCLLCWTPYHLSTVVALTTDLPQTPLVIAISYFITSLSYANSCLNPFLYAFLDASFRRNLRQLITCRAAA
OXTR ag = human OXTR agonism. CHO-OTR cells, Fluo-8 calcium fluorescence; normalized: DMSO 0%, oxytocin 100%. activation, % at 3 µM. hit rate 0.32% among 320,000. AID 2435;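 active = activation above the mean of all tested compounds plus 3 SD, cutoff set per screening run, cut at about 20% in these data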;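 note: peak over basal fluorescence ratio from a 100 s FLIPR kinetic read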
MEKK2mut PB1 HTS = signal of MEK5 binding to mutant human MEKK2 PB1 domain | bead flow cytometry, Alexa488-MEK5 binding to MEKK2 mutant | percent response, % at 10 µM | hit rate 0.35% among 290,000 | AID 1530; in the data active = percent response above about 24%, passing the limit was not always enough; note: inactives centre near 1; some results filed as inactive read as strong as hits; reference of the scale not given here
V1R ag counter = counter-screen for oxytocin receptor agonists: human V1a receptor agonists; CHO-V1R cells, Fluo-8 calcium fluorescence, agonist mode; 0% DMSO, 100% 3 nM vasopressin; activation, % at 3 µM; hit rate 0.25% among 320,000; AID 2797;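 active = activation above the mean activation of all tested compounds plus 3 SD, per screening run, cut at about 20% in these data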;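 note: signal is peak over basal fluorescence ratio across a 100 second FLIPR read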
MEKK3 PB1 HTS = MEKK3-MEK5 PB1 interaction, increase or decrease | hit rate 1.4% among 290,000 | bead-based flow cytometry, Alexa488-MEK5 binding to MEKK3; actives lie on both sides; 0 = blocked by unlabeled MEK5, 100 = vehicle | Q99759 | binding response (% of control), % at 10 µM | AID 1529;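 active = binding response more than 3 SD above or below the average of its plate-row segment, actives on both sides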;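 note: Alexa488 bead fluorescence after subtracting the streptavidin-only scavenger bead signal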
MEKK2wt PB1 HTS = raises or lowers MEK5 binding to wildtype human MEKK2 PB1 domain; Q9Y2U5; binding response (% of control), % at 10 µM; hit rate 1.1% among 290,000; bead flow cytometry, Alexa488-MEK5 binding to MEKK2 WT; actives lie on both sides; AID 1531; in the data active = binding response below about 67% or above about 130%
GalR3 antagonist = blocks the human galanin receptor 3. O60755. HEK293 GalR3-CNG cAMP membrane potential fluorescence; galR3 body fused to GalR1 C-terminus. inhibition, % at 3 µM. hit rate 0.44% among 360,000;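 active = inhibition above the screen-wide average plus 3 SD, cut at about 13% in these data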;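 note: forskolin and galanin both at EC90 stimulate the cells; cAMP rise reported by CNG channel membrane potential dye signal; 0% = forskolin plus galanin with DMSO and 100% = forskolin alone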
Target sequence (O60755 1-299 limits assumed): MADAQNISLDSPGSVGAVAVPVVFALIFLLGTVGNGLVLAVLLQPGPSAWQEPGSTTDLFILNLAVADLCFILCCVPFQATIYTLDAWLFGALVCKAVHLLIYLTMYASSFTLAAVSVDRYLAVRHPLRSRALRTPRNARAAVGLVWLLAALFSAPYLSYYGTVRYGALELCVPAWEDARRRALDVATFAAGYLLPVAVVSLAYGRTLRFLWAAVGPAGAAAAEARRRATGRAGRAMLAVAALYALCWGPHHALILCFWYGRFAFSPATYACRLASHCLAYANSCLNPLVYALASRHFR
An asterisk follows results filed as active; · = not tested or not shown.

Values run as follows: GalR3 antagonist	OXTR ag	MEKK2mut PB1 HTS	GPR7 antag	MEKK2wt PB1 HTS	PHOSPHO1 block	MEKK3 PB1 HTS	NALP1 yeast inh	V1R ag counter
- N#CCCN1CCN(C(CNS(=O)(=O)c2ccc(Cl)cc2)c2ccccc2)CC1 (configuration not stated)
    -4	0.3	-1	-2	97	-9	96	8	0.8
- COc1ccc(S(=O)(=O)NC(CC(=O)NCC2CCCO2)c2ccco2)cc1 (configuration not stated)
    -2	4.3	-9	-1	94	37	96	30	0.4
- O=C(COC(=O)CCc1nc2ccccc2s1)Nc1cccc(S(=O)(=O)N2CCOCC2)c1
    -3	5.8	7	0	105	3	107	6	7.8
- COc1ccc(CCNC(=O)c2ccc(CNS(=O)(=O)c3cc(C)ccc3C)cc2)cc1OC
    0	3.9	14	-5	103	4	109	17	3.6
- COc1ccccc1NC(=S)NNC(=O)c1cc(C)nn1C
    -3	-0.3	2	-3	103	67*	99	-16	0.9
- Cc1nn(CCC(=O)NNC(=S)Nc2ccc(Cl)cc2)c(C)c1[N+](=O)[O-]
    -2	1.7	-1	-4	102	-6	106	-11	-0.3
- Cc1ccc(NC(=S)N/N=C2\CCCCC2C)cc1 (configuration not stated)
    -5	-2.2	0	-9	100	-10	103	12	-0.6
- CCC1(C)Cc2ccccc2-c2nc(NCCCO)[nH]c(=O)c21 (configuration not stated)
    -4	1.6	-3	-11	84	24	92	0	3.3
- COC(=O)/C=C1\NCCNC1=O
    -2	0.9	-2	5	108	6	100	15	-0.3
- CC1=C(C#N)C(c2ccccc2)C2=C(N1)c1ccccc1C2=O (configuration not stated)
    -4	-3.1	0	-11	101	-3	104	16	-0.6
- CCOC(=O)CN1CC23C=CC(O2)C(C(=O)Nc2ccc(C(C)=O)cc2)C3C1=O (configuration not stated)
    ·	0.1	7	-13	100	-26	100	45	-0.3
- CCOc1ccc(Oc2ccc(Cl)cc2N)cc1
    -6	-1.8	0	-4	109	-2	117	6	-1.2
- COCn1c(-c2ccc(OC)cc2)nc2ccccc21
    -3	-1.8	3	-8	105	-11	103	4	-1.0
- Cc1cc(C)n(C(=O)c2c([N+](=O)[O-])c(C)nn2C)n1
    -6	-1.5	1	-13	99	2	96	13	-1.1
- O=c1c(-c2ccc(O)cc2O)coc2cc(O)cc(O)c12
    -5	1.7	5	-15	103	32	103	3	6.9

Rewritten as tab-separated lines: entries from further up
compound	GalR3 antagonist	OXTR ag	MEKK2mut PB1 HTS	GPR7 antag	MEKK2wt PB1 HTS	PHOSPHO1 block	MEKK3 PB1 HTS	NALP1 yeast inh	V1R ag counter
N#CCCN1CCN(C(CNS(=O)(=O)c2ccc(Cl)cc2)c2ccccc2)CC1 (configuration not stated)	-4	0.3	-1	-2	97	-9	96	8	0.8
COc1ccc(S(=O)(=O)NC(CC(=O)NCC2CCCO2)c2ccco2)cc1 (configuration not stated)	-2	4.3	-9	-1	94	37	96	30	0.4
O=C(COC(=O)CCc1nc2ccccc2s1)Nc1cccc(S(=O)(=O)N2CCOCC2)c1	-3	5.8	7	0	105	3	107	6	7.8
COc1ccc(CCNC(=O)c2ccc(CNS(=O)(=O)c3cc(C)ccc3C)cc2)cc1OC	0	3.9	14	-5	103	4	109	17	3.6
COc1ccccc1NC(=S)NNC(=O)c1cc(C)nn1C	-3	-0.3	2	-3	103	67*	99	-16	0.9
Cc1nn(CCC(=O)NNC(=S)Nc2ccc(Cl)cc2)c(C)c1[N+](=O)[O-]	-2	1.7	-1	-4	102	-6	106	-11	-0.3
Cc1ccc(NC(=S)N/N=C2\CCCCC2C)cc1 (configuration not stated)	-5	-2.2	0	-9	100	-10	103	12	-0.6
CCC1(C)Cc2ccccc2-c2nc(NCCCO)[nH]c(=O)c21 (configuration not stated)	-4	1.6	-3	-11	84	24	92	0	3.3
COC(=O)/C=C1\NCCNC1=O	-2	0.9	-2	5	108	6	100	15	-0.3
CC1=C(C#N)C(c2ccccc2)C2=C(N1)c1ccccc1C2=O (configuration not stated)	-4	-3.1	0	-11	101	-3	104	16	-0.6
CCOC(=O)CN1CC23C=CC(O2)C(C(=O)Nc2ccc(C(C)=O)cc2)C3C1=O (configuration not stated)	·	0.1	7	-13	100	-26	100	45	-0.3
CCOc1ccc(Oc2ccc(Cl)cc2N)cc1	-6	-1.8	0	-4	109	-2	117	6	-1.2

(list continues)
Values run as follows: GalR3 antagonist	OXTR ag	MEKK2mut PB1 HTS	GPR7 antag	MEKK2wt PB1 HTS	PHOSPHO1 block	MEKK3 PB1 HTS	NALP1 yeast inh	V1R ag counter
- COc1ccccc1CCC(=O)N1CCC(n2nccc2NC(=O)C2CCOC2)CC1 (configuration not stated)
    2	0.0	4	1	105	27	100	16	0.8
- CCc1ccccc1NC(=O)c1cc(S(=O)(=O)N2CCCC2)c[nH]1
    1	1.3	3	-5	99	31	99	14	0.2
- CCOC(=O)c1c(NC(=S)Nc2ccc(OC)cc2)sc2c1CCC2
    -7	-1.7	0	-10	106	2	115	4	0.3
- Cc1ccc(-c2cc(-c3c(C)nn(C)c(=O)c3N)[nH]n2)cc1
    -5	4.3	-1	-9	100	29	102	-1	5.2
- CCn1c(SCC(=O)c2cccs2)nnc1-c1cccs1
    -1	0.2	9	-14	110	70*	109	-3	1.0
- CCOC(=O)c1ccc(N2C(=O)CC(Sc3nnc(C)s3)C2=O)cc1 (configuration not stated)
    1	-0.5	·	0	·	100*	·	40*	0.1
- CCCCC/C=N\NC(=O)Cc1ccc([N+](=O)[O-])cc1
    -5	0.6	8	26	102	16	98	16	-0.4
- CC1CCN(c2ccc(-c3cccc(NC(=O)C(F)(F)F)c3)nn2)CC1
    -8	-0.9	-6	12	96	38	100	-1	1.8
- Cc1nc2ccc(NC(=O)c3ccc4ccccc4n3)cc2s1
    -2	0.0	-14	-8	80	12	96	13	1.3
- COc1ccccc1N1CCN(C(=O)CCNS(=O)(=O)c2ccc(Br)s2)CC1
    2	4.1	8	-15	100	-23	93	4	6.2
- CC(C)(C)c1nnc(NC(=O)C2CC(=O)N(CCc3ccc(F)cc3)C2)s1 (configuration not stated)
    -6	3.5	-2	-6	97	10	101	14	1.6
- Cc1ccc(C(=O)c2coc3ccc(O)c(Cl)c23)cc1
    -6	-1.2	4	10	100	4	101	13	0.4
- O=C(Nc1cccc(S(=O)(=O)N2CCCCC2)c1)c1ccc(OCC2CCCO2)cc1 (configuration not stated)
    -6	8.5	-6	-2	93	-24	98	4	5.5
- Cc1cc(C)cc(NC(=O)C(OC(=O)c2ccc([N+](=O)[O-])o2)c2ccccc2)c1 (configuration not stated)
    -1	-1.9	-1	-7	100	-2	95	25	0.0
- O=C1CC(C(=O)Nc2cccc(F)c2)n2ncnc2N1 (configuration not stated)
    -4	0.6	-39	3	102	4	112	19	1.2
- Cc1nc2ccc([N+](=O)[O-])cc2[nH]1
    1	0.3	-14	-15	73	-4	71	20	0.5
- COc1cc(/C=N/NC(=O)c2ccc3ccccc3c2)ccc1Oc1ccc([N+](=O)[O-])cn1
    -7	-0.6	-1	-12	99	3	101	21	1.0
- CCOC(=O)CSc1nc(N)c2c3c(sc2n1)CCCC3
    -8	-2.0	1	5	104	-12	101	24	-1.0
- Cn1c(O)c(N=NC(=O)CNC(=O)c2ccco2)c2ccccc21
    -4	0.7	4	-3	97	2	94	·	0.7
- O=C1Nc2ccccc2/C1=C/c1cnc(-c2ccccc2)[nH]1
    -6	6.4	-7	1	95	-1	97	3	3.8
- COc1ccc(N2C(=O)C3CCCN3C2c2ccc(Cl)cc2)cc1 (configuration not stated)
    1	-0.2	2	5	99	-19	101	-21	0.1
- O=C(Nc1ccccc1C(=O)Nc1ccccc1)c1ccco1
    -8	0.0	4	-2	96	37	102	7	2.4
- O=C(N/N=C/c1ccc(OCc2cnc(Cl)s2)cc1)c1ccncc1
    -4	3.4	-4	-13	98	-47	98	19	2.4
- Cc1nnc(N/N=C/c2c[nH]c3ccccc23)[nH]c1=O
    -6	-1.3	-18	29*	97	3	96	·	7.3
- CCOP(=O)(NC12CC3CC(CC(C3)C1)C2)NC12CC3CC(CC(C3)C1)C2
    -8	0.0	-7	13	97	5	100	3	0.3
- CCCOc1cccc(C2/C(=C(\O)c3ccc4c(c3)OCCO4)C(=O)C(=O)N2CCCn2ccnc2)c1 (configuration not stated)
    2	0.6	7	-10	104	17	104	-6	0.7
- OC(COCCC12CC3CC(CC(C3)C1)C2)CN1CCCCC1 (configuration not stated)
    -7	6.2	0	2	102	6	102	9	3.0
- COc1ccccc1CN(C)C(=O)c1cc(-c2cccs2)nc2ccccc12
    -4	0.0	-1	-3	96	40	100	-8	2.3
- O=C(NCc1ccccc1)C1=C[C@@H](c2ccc(C(F)(F)F)cc2)C[C@@H](OCCCCO)O1
    -4	-0.9	2	·	101	·	107	·	1.3
- Cc1ccccc1NC(=O)CSc1ccc(-c2ccccn2)nn1
    2	0.1	4	-10	97	32	97	4	0.7
- C#CCn1c(=NC(=O)c2ccco2)sc2cccc(Cl)c21
    -7	-2.2	-11	-3	94	20	92	20	-1.6
- CC1=NN(c2nc(-c3ccc(C)cc3)cs2)C(=O)C1N=Nc1cccc(C)c1 (configuration not stated)
    -2	0.2	0	8	100	-10	101	18	0.0
- Cn1c(COc2cccc3ccccc23)nnc1SCC(=O)OC1CCCCC1
    1	-1.4	-5	-5	103	10	102	·	-0.7
- CCCN(CCC)CCNC(=O)C1c2ccccc2C(=O)N(CCOC)C1c1ccc(F)cc1 (configuration not stated)
    -5	-0.4	4	8	112	-9	102	1	-0.1
- COc1cc2cc(CN(CCO)C(=O)c3cccs3)c(=O)[nH]c2cc1OC
    -6	1.0	-9	3	89	-1	88	-19	0.7
- Cc1csc(NC(=O)c2nn(C)c(C)c2[N+](=O)[O-])n1
    1	-0.2	-4	-11	88	-13	87	23	-0.1
- NC(=O)c1ccc(NC(=O)CCCc2nc(-c3ccccc3Cl)no2)cc1
    -2	1.0	-10	-6	91	18	91	2	1.1
- COc1ccc(N(C(=O)c2snc(C(N)=O)c2N)C(C(=O)NC2CCCC2)c2cccs2)c(OC)c1 (configuration not stated)
    -10	-0.9	-2	-18	96	30	102	-7	-0.3
- COc1ccc(C)cc1S(=O)(=O)N1CCN(Cc2ccccc2)CC1
    3	-1.9	0	19	91	33	100	43	0.1
- CCOC(=O)C1=C(C)Nc2ccccc2N=C1NC(=O)Cc1ccc(Br)cc1
    -4	-0.6	2	-8	100	0	91	32	0.3
- O=C(CN1CCCCCC1)Nc1cccc(NC(=O)CN2CCCCCC2)c1
    -7	0.5	4	-4	111	3	99	16	2.1

Outcome played no part in choosing rows. About 5.4% of those tested had a hit in this group.
